Gli-Sufu antag = antagonists of Gli-Sufu signaling | Sufu-KO-LIGHT fibroblasts, Gli luciferase reporter luminescence | inhibition, % at 5 µM | 340,000 tested, 0.74% active | AID 588413;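 active means inhibition above about 55%, limit read from the data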;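 further: 0% = DMSO-treated cells and 100% = wells with medium but no cells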
Apaf1 inhib = blocks human Apaf-1 apoptosome activity; reconstituted apoptosome caspase-3 activity, DEVD-Rh110 fluorescence; 330,000 tested, 0.71% active; inhibition, % at 20 µM; O14727; active means inhibition of at least 40% at 20 µM;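 further: plate controls were DMSO wells for no effect and DEVD-CHO caspase inhibitor wells for full effect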
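System: Apoptosome proteins | Medium: Hepes pH 7.5 with detergent and BSA | Also added: Cytochrome c trigger plus (Z-DEVD)2-Rh110 caspase-3 substrate | Incubation: 30 min compound preincubation, 50 min activation, room temperature | Detection: Rhodamine 110 fluorescence at Ex 480/Em 540 nm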
SENP7 inh = SENP7 protease inhibition; Q9BQF6; recombinant SENP7, Z-RLRGG-aminoluciferin luminescence, 40 min; inhibition, % at 5 µM; 330,000 tested, 1.5% active;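 active means inhibition above about 50% at the single test dose, limit read from the data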;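 further: plate controls were DMSO with enzyme for no effect and no enzyme buffer wells for full effect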
HKDC1 inhibitor = blocks human hexokinase HKDC1 activity; recombinant HKDC1, G6PDH/diaphorase resazurin coupled fluorescence; inhibition, % at 20 µM; 340,000 tested, 0.16% active;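 active means inhibition above about 35% when tested at 20 µM, limit read from the data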;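 further: plate controls were DMSO wells with enzyme for no effect and DMSO wells lacking enzyme for full effect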
Target sequence (Q2TB90 whole entry, looked up): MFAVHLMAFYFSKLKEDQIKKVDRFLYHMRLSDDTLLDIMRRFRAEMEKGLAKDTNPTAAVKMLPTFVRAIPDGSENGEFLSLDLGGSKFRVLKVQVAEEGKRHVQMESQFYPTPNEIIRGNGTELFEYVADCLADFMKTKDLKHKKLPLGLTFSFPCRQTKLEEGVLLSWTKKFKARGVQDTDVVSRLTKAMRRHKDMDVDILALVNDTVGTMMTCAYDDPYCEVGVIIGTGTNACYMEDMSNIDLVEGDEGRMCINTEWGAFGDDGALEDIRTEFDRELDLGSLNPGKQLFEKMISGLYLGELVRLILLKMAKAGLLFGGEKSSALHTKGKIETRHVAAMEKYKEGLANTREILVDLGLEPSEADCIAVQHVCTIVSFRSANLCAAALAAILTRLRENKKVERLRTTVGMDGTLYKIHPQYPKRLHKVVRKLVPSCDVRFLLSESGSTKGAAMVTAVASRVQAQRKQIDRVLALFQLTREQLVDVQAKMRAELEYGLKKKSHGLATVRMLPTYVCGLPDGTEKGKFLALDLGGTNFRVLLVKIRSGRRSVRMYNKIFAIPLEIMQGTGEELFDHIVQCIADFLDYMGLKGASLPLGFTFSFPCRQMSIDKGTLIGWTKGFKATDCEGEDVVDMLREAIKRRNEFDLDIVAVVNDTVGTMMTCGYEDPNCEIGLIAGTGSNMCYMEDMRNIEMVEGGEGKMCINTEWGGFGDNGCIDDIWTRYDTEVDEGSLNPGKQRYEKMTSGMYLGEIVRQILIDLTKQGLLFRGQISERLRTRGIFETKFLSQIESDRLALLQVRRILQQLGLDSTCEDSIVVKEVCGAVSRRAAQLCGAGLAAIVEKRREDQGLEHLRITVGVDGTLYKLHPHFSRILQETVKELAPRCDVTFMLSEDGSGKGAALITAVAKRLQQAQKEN
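test system = in-house recombinant HK5 (HKDC1) enzyme | amount = HKDC1 at 5 µg/mL | control set = DMSO-enzyme wells negative, buffer-substituted wells positive | compound = one dose of 20 µM, 1% DMSO | schedule = reaction time 90 min, room temperature, protected from light | technique = resorufin fluorescence at 613 nm | reagent = glucose with 1 mM ATP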
UBC13 polyUb = blocks human UBC13 polyubiquitin chain formation | TR-FRET | inhibition, % at 20 µM | 330,000 tested, 0.47% active | AID 485273; in the data active means inhibition above about 45%, passing the limit was not always enough
Target sequence (P61088 whole entry, looked up): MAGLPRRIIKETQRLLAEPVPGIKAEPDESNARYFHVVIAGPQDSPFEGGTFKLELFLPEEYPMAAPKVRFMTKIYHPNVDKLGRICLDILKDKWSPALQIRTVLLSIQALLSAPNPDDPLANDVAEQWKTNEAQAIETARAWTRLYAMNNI
SENP8 block = inhibitors of human SENP8 protease; inhibition, % at 10 µM; 330,000 tested, 1.2% active; AID 2540; Q96LD8; purified SENP8, Z-RLRGG-aminoluciferin cleavage, luminescence
697 NFkB inh = lowers PMA/ionomycin-induced NF-kB signal in 697 B cells | 697 B-cell NF-kB luciferase reporter, 16 h | inhibition, % at 4 µM | 330,000 tested, 0.33% active; in the data active means inhibition above about 35%
Jurkat NFkB inh = inhibitors of the PMA/ionomycin-induced NF-kB reporter in Jurkat cells | PMA/ionomycin-induced NF-kB luciferase reporter, luminescence | inhibition, % at 4 µM | 330,000 tested, 0.53% active | AID 435003
* hit, by the source's call. Unless noted, no stated cut-off is given here; in the data, active means inhibition above about 50%; inactive means the rest.

compound	SENP8 block	Gli-Sufu antag	UBC13 polyUb	Apaf1 inhib	SENP7 inh	697 NFkB inh	Jurkat NFkB inh	HKDC1 inhibitor
COc1ccc(NC(=S)N/C(=N/CS(=O)(=O)c2ccccc2)c2ccccc2)cc1	13.1	-27.7	3.6	-17.1	-3.3	-211.0	-150.6	-6.9
Cn1cnc(C(=O)NC2CCN(C(=O)OC(C)(C)C)CC2)c1C(=O)NC1CCN(C(=O)OC(C)(C)C)CC1	-4.7	3.6	-6.5	15.3	-10.4	-12.6	-16.9	-6.8
O=c1n(Cc2ccc(Cl)cc2)c2sc3c(c2c2ncnn12)CCCC3	0.2	5.8	8.5	19.7	-6.1	-8.0	42.0	4.5
COC(=O)c1ccc(C(=O)N(C)C2CCCN(Cc3ccccc3F)C2)cc1 (configuration not stated)	9.7	2.1	4.4	1.3	2.0	19.2	-7.1	-1.4
COC(=O)c1ccc2nc(C3CCCCC3)c3c(c2c1)CCC3	-11.8	13.2	-3.7	19.2	13.2	-20.2	-17.4	-3.3
O=C(CCn1c2c(c3ccccc31)CCCC2)NNC(=O)c1ccccc1C(=O)O	1.2	-4.8	-5.5	-3.1	12.0	26.1	14.5	-1.8
CC1CCN(C(=O)c2cc(-c3ccc4c(c3)OCO4)on2)CC1	13.9	-65.4	3.9	16.2	25.6	-159.9	-128.2	-0.5
CC(C)OP(=O)(OC(C)C)C(NC(=O)c1ccc(Br)cc1)c1ccccc1 (configuration not stated)	-0.7	2.3	2.2	5.7	-7.5	-20.3	1.0	-2.7
CCOc1ccc(N(CC(=O)N2CCOCC2)S(=O)(=O)c2ccc(F)cc2)cc1	8.2	-3.3	-0.2	-0.4	4.8	7.3	0.1	-5.3
O=C(NCCNc1ccc(Cl)cc1[N+](=O)[O-])c1cccnc1	2.4	-1.0	-89.7	-3.0	-3.2	-3.4	-4.8	-8.1
O=C(OCc1ccc(Cl)cc1)c1cnccn1	-20.0	6.2	-4.4	3.0	-10.7	6.1	-14.6	-4.6
CC(C)(C)NC(=O)CSc1nc(N)cc(=O)[nH]1	2.3	-1.6	1.8	-6.0	3.9	5.6	-3.4	-6.2
Cc1nc2scc(-c3cccs3)c2c(=O)n1N	2.3	-3.8	1.9	-0.5	4.9	6.4	-17.6	-7.0
Cc1cc(NC2CCCC2)n2nc(C)c(-c3ccccc3)c2n1	3.9	-6.5	18.7	16.0	0.5	-49.0	-33.1	1.2
COc1ccc(Cl)cc1S(=O)(=O)N1CCC(C(=O)NCc2ccccn2)CC1	0.6	2.0	-10.4	-4.5	6.8	4.1	6.5	-3.6
CCOc1ccccc1NC(=O)COC(=O)c1ccc(S(=O)(=O)N2CCCC2)cc1	9.2	-9.9	14.0	11.2	-3.5	6.4	5.7	5.5
O=C(Cn1cc(C(F)(F)F)cc(Cl)c1=O)NC1CCS(=O)(=O)C1 (configuration not stated)	-0.8	-6.0	6.5	-6.1	0.1	-0.3	7.0	-9.0
O=C(Cc1ccccc1[N+](=O)[O-])N/N=C/c1cccnc1	4.8	0.1	-0.6	3.1	5.7	10.0	0.2	-1.7
CCOC(=O)C1(C(F)(F)F)N=C(N(C)C)OC(N(C)C)=N1	-2.3	-4.5	7.6	1.2	-3.8	2.4	2.9	-7.7
COC(=O)c1nnn(-c2nc(N(C)C)nc(N(C)C)n2)c1C	-3.1	-2.0	-0.9	-2.6	11.8	2.5	-8.2	-8.3
Cc1ccccc1OCCCn1c(=O)sc2ccccc21	-12.0	-48.8	8.9	8.5	1.1	-106.6	-47.7	5.7
CCOc1cc(CNc2ccc3c(c2)OCCO3)cc(Br)c1OCC(N)=O	1.5	5.7	3.6	4.8	1.2	-28.6	7.1	-4.2
CCCCCn1c(CN2CCN(c3cc(Cl)ccc3C)CC2)nc2c1c(=O)[nH]c(=O)n2C	6.0	53.9	23.0	28.5	4.1	-9.4	13.3	-4.2
NC(=O)c1cc[n+](CC(=O)c2ccc(NC(=O)c3ccccc3)cc2)cc1	2.1	-8.1	2.8	2.1	5.6	6.3	-6.6	-7.8
O=C(CCc1nnc2ccc(N3CCCCC3)nn12)NCc1ccco1	-1.0	-13.3	0.6	-5.1	2.2	3.9	13.8	-3.0
O=C(N/C=N/OCc1ccc(Cl)cc1Cl)NOCc1ncc(C(F)(F)F)cc1Cl	-5.1	-10.2	3.7	32.9	0.6	15.3	4.7	2.9
Clc1ccccc1/C=N/NC1=Nc2cccc3cccc1c23	-22.5	-58.4	-92.2	11.8	20.6	-162.7	-162.5	-1.5
COc1ccc(CNS(=O)(=O)c2cc(-c3cc(C)no3)ccc2OC)cc1OC	1.1	-14.9	3.1	2.9	0.1	-7.9	17.5	-3.6
COc1ccc(NC(=O)CSc2ccc3nnc(-c4cccnc4)n3n2)cc1OC	-0.7	1.6	-4.6	5.5	-6.4	-10.6	10.9	-1.1
Cc1cc(C(=O)Nc2ccc(S(=O)(=O)N3CCCC3)cc2)no1	-5.0	-5.0	21.9	-5.2	-1.6	2.4	4.5	-1.3

Complete entries as entered above.
Listed for `O=C(CCc1nnc2ccc(N3CCCCC3)nn12)NCc1ccco1` → SENP8 block: -1.0; Gli-Sufu antag: -13.3; UBC13 polyUb: 0.6; Apaf1 inhib: -5.1; SENP7 inh: 2.2; 697 NFkB inh: 3.9; Jurkat NFkB inh: 13.8; HKDC1 inhibitor: -3.0
Listed for `CC(C)OP(=O)(OC(C)C)C(NC(=O)c1ccc(Br)cc1)c1ccccc1` (configuration not stated) → SENP8 block: -0.7; Gli-Sufu antag: 2.3; UBC13 polyUb: 2.2; Apaf1 inhib: 5.7; SENP7 inh: -7.5; 697 NFkB inh: -20.3; Jurkat NFkB inh: 1.0; HKDC1 inhibitor: -2.7
Listed for `COC(=O)c1ccc2nc(C3CCCCC3)c3c(c2c1)CCC3` → SENP8 block: -11.8; Gli-Sufu antag: 13.2; UBC13 polyUb: -3.7; Apaf1 inhib: 19.2; SENP7 inh: 13.2; 697 NFkB inh: -20.2; Jurkat NFkB inh: -17.4; HKDC1 inhibitor: -3.3

The list continues.
compound	SENP8 block	Gli-Sufu antag	UBC13 polyUb	Apaf1 inhib	SENP7 inh	697 NFkB inh	Jurkat NFkB inh	HKDC1 inhibitor
O=C(c1n[nH]c2ccccc12)N1CCN(S(=O)(=O)c2ccc(Cl)cc2)CC1	-3.1	7.0	-0.2	7.4	-3.1	8.5	-4.1	-0.8
COc1ccc(-n2nnc3c(SCC(=O)NCC4CCCO4)ncnc32)cc1 (configuration not stated)	31.2	0.0	7.3	8.9	21.7	15.8	-1.2	1.8
CCOc1ccc(CCNC(=O)COC(=O)COc2ccc(Br)cc2)cc1OCC	-2.5	-6.3	-4.1	7.4	-1.0	19.8	1.4	2.2
Cc1cccc(N2CCN(C(=O)c3cc(S(=O)(=O)N4CCCC4)cn3C)CC2)c1C	-0.2	16.5	-2.2	16.7	3.4	-47.1	61.1*	0.4
CCc1ccc(NC(=O)COc2ccc3c(c2)OCO3)cc1	-8.3	4.9	-8.6	3.6	-0.2	5.2	-4.4	-3.9
O=C(Cc1nc2ccccc2[nH]1)c1ccc([N+](=O)[O-])cc1	10.6	2.0	-10.2	-12.3	3.8	-36.8	-32.4	-6.1
O=C(CCC(=O)c1ccc(-c2ccccc2)cc1)Nc1cccnc1	1.1	-11.0	-1.6	39.9	7.5	16.7	-5.5	-5.3
O=C(Nc1nc(-c2ccco2)cs1)c1ccccc1	-7.0	-2.2	-5.7	15.2	15.8	-21.9	-7.4	0.8
Cc1cnc(NC(=O)CSc2nc3ccccc3s2)s1	0.5	2.1	3.9	1.7	-0.9	-4.0	10.2	-3.7
Cn1c(N/N=C/c2c[nH]c3ccccc23)nc2ccccc21	20.5	-0.8	-4.0	27.3	6.9	-27.6	-14.7	-12.5
O=c1c2ccc(Cl)cc2[nH]c(=S)n1Cc1cccnc1	-5.8	-89.9	43.4	6.7	-7.7	-45.4	-5.2	1.9
COC(=O)C1=C(COc2ccccc2)NC(=O)NC1c1ccc2ccccc2c1 (configuration not stated)	7.4	-0.1	11.8	19.9	-3.0	14.4	17.6	1.0
Cc1cccc(N2CCC(N=CN(C)C)=N2)c1	-0.8	-16.9	-0.6	2.2	3.1	-6.6	-32.7	-1.4
Cc1ccccc1CCNC(=O)c1cc(C2CC2)nc2c1cnn2C(C)C	-0.1	0.3	9.5	17.9	-4.3	10.0	-20.1	1.2
C=CCn1c(C(C)NC(=O)c2cccs2)n[nH]c1=S (configuration not stated)	8.6	3.2	-3.7	3.3	2.1	5.1	-3.2	-8.5
C=CCn1c(SCC(=O)c2cccs2)nc2sc(CC)cc2c1=O	1.1	-0.5	8.8	11.1	1.2	-19.7	19.1	6.2
O=C(OCc1ccccc1)/C(=C/c1cccc2ccccc12)NC(=O)c1ccccc1	0.8	4.1	0.5	-4.3	5.8	7.2	9.8	-1.4
COC(=O)c1ccc2c(=O)n(Cc3ccco3)c(SCC(=O)Nc3ccccc3Cl)nc2c1	5.3	2.6	0.3	1.2	-6.2	-6.0	0.7	-3.7
O=C(CSc1nncn1-c1ccccn1)Nc1ccccc1Cl	7.8	9.7	-2.6	-7.0	4.2	15.7	4.4	-2.7
COc1ccccc1CNC(=O)CCS(=O)(=O)c1ccc(Cl)cc1	-9.6	-5.8	0.3	10.3	-10.7	14.1	1.2	-0.4
COc1ccc(CNC(=O)c2nnn(-c3cccc(C(F)(F)F)c3)c2N)cc1	-9.9	16.2	-12.1	12.3	-14.5	-2.6	22.7	-2.1
COc1cccc(OC)c1C(=O)NC(=S)N1CCOCC1	3.1	-4.1	0.7	-2.5	4.4	1.7	2.3	-14.8
CCCn1c(CN2CCN(C(=O)OCC)CC2)nc2cc([N+](=O)[O-])ccc21	-0.8	18.2	-8.5	7.7	-3.0	-33.4	31.5	-2.0
Cc1cc(S(=O)(=O)n2cnc3cc([N+](=O)[O-])ccc32)ccc1Cl	-1.3	0.8	1.7	-5.7	6.7	18.7	-2.6	-10.3
CC(C)=CC(=O)Nc1ccccc1Br	-1.2	-3.2	-9.7	6.0	-3.4	-12.4	-10.0	-2.1
COc1ccc(NC(=O)CCC(=O)Nc2nnc(C(C)C)s2)cc1Cl	-10.1	-37.7	-6.6	-1.8	-15.3	-4.6	6.8	-5.0
COc1cccc(C2CC(=O)Nc3cc(OC)c(OC)c(OC)c32)c1OC (configuration not stated)	-14.6	14.4	-3.4	-7.7	6.4	31.1	-14.7	-2.5
O=C(O)c1ccccc1-c1ccccc1C(=O)NCc1ccco1	4.0	8.3	3.8	12.3	3.4	16.7	9.2	-0.4
CC1=NCCN1CCNC(=O)Nc1ccc(F)cc1	8.9	1.5	2.3	-21.5	-5.0	-3.0	1.0	-1.1
O=C(CN1CCN(C(=O)c2ccccc2)CC1)Nc1cccc(S(=O)(=O)N2CCCC2)c1	0.6	4.7	-2.3	-2.9	-4.2	12.0	-11.0	5.3

Following part.
compound	SENP8 block	Gli-Sufu antag	UBC13 polyUb	Apaf1 inhib	SENP7 inh	697 NFkB inh	Jurkat NFkB inh	HKDC1 inhibitor
CCC(C)NC(=O)C1CCN(S(=O)(=O)c2ccc(Br)s2)CC1 (configuration not stated)	-15.8	0.4	-2.4	-2.4	-10.8	-1.5	-5.7	13.5
O=C(NCc1ccco1)C1CCC(CNS(=O)(=O)c2cccc3cccnc23)CC1 (configuration not stated)	-6.5	1.3	-7.0	10.4	-5.7	2.5	-1.7	11.6
COc1ccc(OCCn2cc(/C=N/NC(=O)c3ccncc3)c3ccccc32)cc1	0.6	-0.4	5.1	28.5	-6.5	18.6	0.4	-7.2
O=C(NCCc1ccc2c(c1)OCCO2)c1cccc(F)c1	-12.8	-0.6	5.9	-16.4	0.9	-39.7	-14.2	-10.5
CC(=S)/C=C1\Sc2ccccc2N1C	4.7	12.9	13.7	-35.9	3.0	11.7	-3.7	-7.8
NS(=O)(=O)c1ccc(NC(=O)CSc2ncn[nH]2)cc1	6.9	15.2	-0.5	2.0	4.9	25.4	5.1	-4.1
